Assay outcomes as filed in PubChem.
EPAC2 antagonist = EPAC2 (human) antagonism. 360,000 compounds, 0.18% hits. Q8WZA2. Potency, µM (titrated, usually from 114 µM), without a hit: top-dose activity, negative = inhibition, hits mostly inhibitors. EPAC2 GEF exchange of Rap1B-BODIPY-GDP, fluorescence; also: % is scaled to controls: 0 for no effect and ±100 for the full control effect; nearly all actives have a fitted effect of over 45% in size; many of its hits are not listed in these tables
TDP-43 yeast inh = rescues yeast growth from TDP-43 toxicity; TDP-43 expressing yeast growth rescue, BacTiter-Glo, 24 h; Potency, µM (doses to about 46.1 µM), for the others: at the top dose growth rescue (activation), actives largely listed as activators; 410,000 compounds, 1.8% hits; AID 652104; also: % of control where 0% means no effect; nearly all actives have a fitted effect of over 50% in size
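Luminescence from BacTiter-Glo reports growth of TDP-43-expressing yeast after 24 hr at 30 deg C with compound. Cells were raffinose-pregrown to mid-log, then seeded in galactose medium at OD600=0.02.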
aSyn yeast inh = alpha-synuclein toxicity inhibition in yeast | Yeast expressing alpha-synuclein, growth rescue, BacTiter-Glo, 24 h | AID 652106 | Potency, µM (highest dose often 46.1 µM), inactives show at the highest dose growth rescue (activation), usual class: activators | 370,000 compounds, 0.14% hits; also: % of control where 0% means no effect; nearly all actives have a fitted effect of over 65% in size
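Readout is rescue of growth in alpha-synuclein-expressing yeast, so inhibitors of toxicity appear as activators. Growth after 24 hr at 30 deg C in galactose medium is quantified by luminescence.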
EPAC2 ag = agonists of human EPAC2 (RAPGEF4); Q8WZA2; EPAC2 activation, biochemical qHTS; response scale: 100% = 6.5 mM cAMP response; Potency, µM (titrated, usually from 154 µM), for the others: at the top dose activation, hits mostly activators; 360,000 compounds, 0.079% hits; AID 720711; also: nearly all actives have a fitted effect of over 50% in size
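Fluorescence exchange assay: 100 nM EPAC2 with 250 nM RAP1B-BODIPY-GDP and 50 uM GDP; compounds tested as a concentration-titration series (qHTS). Loss of Rap1-bound BODIPY-GDP fluorescence read at 480/540 nm; data normalized to 6.5 mM cAMP.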
EPAC1 ag = EPAC1 (human) agonism. EPAC1 agonist qHTS, biochemical assay; response scale: 100% = response to 6.5 mM cAMP. Potency, µM (top dose mostly 154 µM), for inactives: at the top dose activation, most hits filed as activators. O95398. 360,000 compounds, 0.073% hits; also: nearly all actives have a fitted effect of over 60% in size
Target sequence (O95398 whole entry, looked up): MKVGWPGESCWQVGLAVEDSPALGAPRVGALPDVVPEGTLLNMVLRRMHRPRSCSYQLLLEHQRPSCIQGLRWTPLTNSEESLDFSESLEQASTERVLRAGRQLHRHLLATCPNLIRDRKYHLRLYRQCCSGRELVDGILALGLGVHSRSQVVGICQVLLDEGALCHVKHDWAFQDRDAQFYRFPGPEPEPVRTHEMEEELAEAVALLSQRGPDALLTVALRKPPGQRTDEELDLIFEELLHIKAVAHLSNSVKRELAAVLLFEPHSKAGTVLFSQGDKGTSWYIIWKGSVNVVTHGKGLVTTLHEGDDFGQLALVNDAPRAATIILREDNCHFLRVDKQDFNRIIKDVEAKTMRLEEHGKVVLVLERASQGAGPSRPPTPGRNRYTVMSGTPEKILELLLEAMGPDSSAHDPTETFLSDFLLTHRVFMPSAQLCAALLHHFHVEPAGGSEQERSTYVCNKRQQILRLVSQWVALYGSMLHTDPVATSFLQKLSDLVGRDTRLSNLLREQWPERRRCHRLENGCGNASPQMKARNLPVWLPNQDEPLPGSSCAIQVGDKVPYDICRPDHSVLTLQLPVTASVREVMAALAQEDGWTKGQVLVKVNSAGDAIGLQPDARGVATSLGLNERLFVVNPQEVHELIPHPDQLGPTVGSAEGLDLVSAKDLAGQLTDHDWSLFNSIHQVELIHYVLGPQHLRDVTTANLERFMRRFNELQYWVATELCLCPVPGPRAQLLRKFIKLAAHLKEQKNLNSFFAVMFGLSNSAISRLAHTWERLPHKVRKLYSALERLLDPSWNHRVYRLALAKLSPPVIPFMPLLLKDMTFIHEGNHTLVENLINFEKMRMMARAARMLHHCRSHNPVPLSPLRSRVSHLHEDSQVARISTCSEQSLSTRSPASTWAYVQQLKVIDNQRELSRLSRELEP
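EPAC1 100 nM, Rap1B–BODIPY-GDP 250 nM, unlabeled GDP 50 uM; compound titration; 5 min RT; kinetic read ex480/em540 at 5-min intervals ×30 min; data normalized to 6.5 mM cAMP agonist control.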
EPAC1 antagonist = antagonists of human EPAC1. O95398. EPAC1 GEF assay, Rap1b-BODIPY-GDP exchange fluorescence. Potency, µM (top dose mostly 115 µM), without a hit: top-dose activity change, negative = inhibition, hits mostly inhibitors. 360,000 compounds, 0.14% hits. AID 720709;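 also: plate controls were vehicle for no effect and positive control for full effect; nearly all actives have a fitted effect of over 50% in size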
FUS yeast rescue = suppressors of FUS proteinopathy in yeast | AID 1347120 | 390,000 compounds, 0.24% hits | Potency, µM (highest dose often 76.6 µM), for the others: at the highest dose growth rescue (activation), actives largely listed as activators | S. cerevisiae FUS-expressing, growth rescue, OD600, 24 h;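 also: plate controls were DMSO vehicle for no effect and reference control for full effect; nearly all actives have a fitted effect of over 55% in size; some results filed as inactive show a strong effect at the top dose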
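Galactose (2%) drives FUS expression in yeast precultured in raffinose; seeding density OD 0.005. Test compounds incubated 24hr at 30C and 99% humidity before absorbance at 600 nm was measured.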
PTHR1 agonist = activates the human parathyroid hormone receptor PTHR1; 410,000 compounds, 0.075% hits; Potency, µM (top dose mostly 115 µM), inactives show at the highest dose activation, usual class: activators; AID 743266; Q03431; HEK293 GP2 PTHR1 cells, GloSensor cAMP luminescence, 1 h; also: nearly all actives have a fitted effect of over 55% in size; some results filed as inactive show a strong effect at the top dose; inactives centre near -15; many of its hits are not listed in these tables
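HEK-293-derived GP2 cells expressing PTHR1 and a GloSensor cAMP reporter, 3,000/well, plated overnight, given luciferin plus IBMX (each 0.5 mM as added) for 1 h at 37 °C, then compound for 1 h at 37 °C. Luminescence was read after 15 min at room temperature.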
Starred values were filed as active, the others as inactive; i = inactive; ? = inconclusive; . = no result given; [ ] = dose if it differs, or a comment. Calls follow the shape of the dose curve; as a rule, active = well fitted curve in the direction sought with a large enough effect; inconclusive = small, poorly fitted or top-dose-only effect, or another doubt; inactive = no such curve, though single readings can be large; an effect the other way counts as inactive or inconclusive. Potency is read from the fitted curve at half-maximal effect. This is a subset (hit frequency here may not be typical).

SMILES	EPAC2 antagonist	TDP-43 yeast inh	aSyn yeast inh	EPAC2 ag	EPAC1 ag	EPAC1 antagonist	FUS yeast rescue	PTHR1 agonist
COC(=O)C1C2CC(=O)C(C2)C1C(=O)OC (configuration not stated)	0%	0%	10%	-3%	9%	2%	.	i
COc1ccc(N(CC(=O)O)S(=O)(=O)c2ccc(OC)c(OC)c2)cc1	7%	3%	-7%	-1%	-6%	6%	2%	-11%
O=C1NC[C@H](CCCCN2CCN(CCC3CCCCC3)C(=O)C2=O)N(CC2CCCCC2)C1=O	-3%	22%	2%	2%	1%	6%	16%	-27%
CCc1nnc(NC(=O)c2cc(-c3ccc(C)o3)nc3ccccc23)s1	-6%	?	13%	-1%	-7%	?	.	i
COc1ccc(C2=CC(c3ccc(OC)c(OC)c3)NC(=S)N2)cc1 (configuration not stated)	-1%	4%	4%	-3%	-4%	5%	24%	-1%[57.5 µM]
Cc1ccc(-n2ncc3c(=O)n(CC(=O)Nc4cccc(Cl)c4)cnc32)cc1C	-9%	8%	18%	11%	0%	-21%	-6%	i
CCCCCCCCCC(=O)N1c2ccccc2NC(=O)C1CC(=O)Nc1ccc(C(=O)O)cc1 (configuration not stated)	-17%	18%	1%	-11%	-11%	-19%	?	-18%
O=C(CSc1ccc(-c2ccc(Cl)cc2)nn1)Nc1ccc2c(c1)OCCO2	7%	14%	2%	-6%	-13%	0%	.	i
O=C(O)CCC(=O)NNc1ccccc1[N+](=O)[O-]	1%	9%	2%	6%	8%	0%	-26%	i
Cc1c(CCC(=O)NCCCCCC(=O)O)c(=O)oc2c(C)c3oc4c(c3cc12)CCCC4	-19%	8%	-3%	8%	0%	?	-6%	i
CN(C(=O)C(Cl)Cl)c1ccc(OC(=O)c2ccco2)cc1	-4%	18%	19%	-2%	-11%	-18%	-33%	-25%
COc1ccc(-c2nc3ccccc3c(=O)n2NC(=O)Cc2ccccc2)cc1	10%	6%	9%	0%	-3%	3%	.	-26%
CC(=O)Nc1ccc(NC(=O)c2ccccc2Sc2ccc([N+](=O)[O-])cc2Cl)cc1	-9%	-10%[0.397 µM]	-1%	5%	-14%	5%	3%	-27%
O=C(Nc1ccc(F)cc1)c1oc2ccccc2c1NC(=O)C1CC1	-1%	8%	-4%	1%	7%	25%	-6%	-6%
Cc1ccc([C@H]2C[C@@H](O)[C@H](n3cc(COC(=O)c4ccccc4)nn3)CN2Cc2cccs2)cc1	4%	23%	4%	6%	-13%	0%	-3%	-48%[inhibitor]
O=C1CCCN2N=C(SCC(=O)N3N=C(c4ccc(Br)cc4)CC3c3ccc(F)cc3)SC2=N1 (configuration not stated)	-1%	?	?	-4%	-1%	-15%	39%	i
O=C(Nc1cccc2c1CCCC2)c1ccco1	16%	14%	-9%	11%	-6%	9%	4%	-2%
COc1ccc(S(=O)(=O)N2CCN(C(=O)CCOc3ccccc3)CC2)cc1OC	-11%	14%	-1%	5%	2%	-5%	-3%	-9%
C=CCn1c(=NC(=O)CN2C(=O)CCC2=O)sc2cc(S(N)(=O)=O)ccc21	-1%	-1%	-2%	5%	1%	-1%	4%	i
CC(C)(C)[C@@H]1C=C(C(=O)O)O[C@H](OCc2ccc(CO)cc2)C1	10%	-18%	-2%	4%	-21%	-3%	-7%	?
COc1ccccc1C(=O)Nc1ccc(S(=O)(=O)NC2=NCCCCC2)cc1	-1%	.	3%	4%	2%	-22%	7%	-6%
O=C(C1=C(O)C(=O)N(c2ncccn2)C1c1ccc(F)cc1)c1ccco1 (configuration not stated)	-1%	9%	1%	12%	7%	0%	24%	i
CSc1ccc(CN(C)CC(=O)Nc2ccc(NC(C)=O)cc2)cc1	-15%	-4%	2%	-3%	-6%	-19%	6%	i
COc1ccc2[nH]c(C)c(CCNC(=S)Nc3cc(C)cc(C)c3)c2c1	-7%	9%	2%	9%	-2%	?	7%	-17%
COc1ccc(S(=O)(=O)N2CCOC2CNC(=O)C(=O)NCCc2ccccc2OC)cc1 (configuration not stated)	3%	23%	2%	7%	-5%	-1%	?	-14%
COc1ccc(CCNC(=O)c2cccc(NC(=O)CC3SC(N4CCCCC4)=NC3=O)c2)cc1OC (configuration not stated)	-2%	6%	-1%	-6%	7%	-4%	.	-14%
CN(C)CCCNC(=O)c1cc(C(=O)C2CCCCC2)c[nH]1	0%	-19%	-6%	3%	1%	5%	11%	-4%
CCCS(=O)(=O)NC(=O)C1(C)CCN(C(=O)c2cc(OC)c(OC)c(OC)c2)C1 (configuration not stated)	17%	22%	2%	15%	26%	7%	-17%	-31%[inhibitor]
COc1ccc(NC(=O)CN(c2ccc(C)cc2)S(C)(=O)=O)c(OC)c1	3%	11%	7%	3%	7%	3%	23%	-17%[57.5 µM]
O=C1N(CN2CCC3(CC2)OCCO3)c2ccccc2C12OCCCO2	8%	-11%	-10%	-6%	-2%	13%	8%	i

Of the compounds above, these contain a nitro group on carbon:
SMILES	EPAC2 antagonist	TDP-43 yeast inh	aSyn yeast inh	EPAC2 ag	EPAC1 ag	EPAC1 antagonist	FUS yeast rescue	PTHR1 agonist
O=C(O)CCC(=O)NNc1ccccc1[N+](=O)[O-]	1%	9%	2%	6%	8%	0%	-26%	i
CC(=O)Nc1ccc(NC(=O)c2ccccc2Sc2ccc([N+](=O)[O-])cc2Cl)cc1	-9%	-10%[0.397 µM]	-1%	5%	-14%	5%	3%	-27%

Other compounds follow:
SMILES	EPAC2 antagonist	TDP-43 yeast inh	aSyn yeast inh	EPAC2 ag	EPAC1 ag	EPAC1 antagonist	FUS yeast rescue	PTHR1 agonist
O=C(Nc1ccccc1N1CCN(c2ccccc2)CC1)c1ccccc1	-10%	16%	-7%	8%	12%	-1%	7%	i
COc1ccc(N=Cc2nc(-c3ccccc3)oc2OC(=O)c2ccccc2)cc1	-18%	30%	25%	11%	8%	5%	-16%	-18%
CC(/C=N/NC(=O)c1cnccn1)=C\c1ccco1	5%	13%	-8%	4%	2%	-3%	23%	i
CC(C)CC(NC(=O)OC(C)(C)C)C(=O)NC(C(=O)NC(C)C(N)=O)C(C)C (configuration not stated)	5%	-10%	-6%	6%	-4%	4%	25%	i
CCOc1ccccc1NC(=O)COc1ccc2c(c1)OCO2	?	11%	1%	16%	3%	-13%	3%	i
CN(C)CCCNC(=O)c1ccc(-c2nc(-c3ccc(Cl)cc3)cs2)cc1	5%	-64%[inhibitor]	-18%	-3%	-2%	-3%	.	i
COc1ccc(N(C(=O)c2snc(C(N)=O)c2N)C(C(=O)NC2CCCCC2)c2ccc(C)o2)c(OC)c1 (configuration not stated)	?	-1%	-1%	-11%	2%	0%	?	-11%
CCOc1ccc(NC(=O)C(c2ccccn2)N(C(=O)CCl)c2ccc(OC)cc2)cc1 (configuration not stated)	-1%	5%	0%	-5%	5%	-4%	.	-1%
Cc1ccc(S(=O)(=O)N(C)Cc2ccc(-c3nnco3)cc2)cc1	11%	7%	-11%	-4%	5%	9%	-9%	-16%
C=CC[C@@H](CC(=O)NCCO)C(=O)N[C@@H](C)COC(=O)[C@@H](CC=C)Cc1ccc(F)cc1	-1%	24%	0%	4%	-2%	-2%	6%	i
COC(=O)C1=C(C)NC(=O)CC1c1cccc(OC)c1OC (configuration not stated)	4%	-25%	1%	9%	0%	16%	11%	i
CC(C)(C)OC(=O)N1CCC(c2c(C(=O)O)cnn2-c2ccccc2)CC1	-5%	-16%	5%	12%	1%	3%	35%	i
O=C(Cc1ccc(NC(=O)C2CCN(C(=O)C3CCC3)CC2)cc1)Nc1ccc(C(=O)N2CCOCC2)cc1	12%	13%	-4%	6%	-4%	5%	3%	-19%
O=C(Oc1ccc2ccc(=O)oc2c1)c1cccs1	-4%	4%	2%	-7%	-11%	-14%	1%	i
CN(C(=S)NC(=O)C1CCCC1)c1ccccc1	-2%	10%	0%	12%	12%	4%	-48%	-9%
Cc1ccc(OCCC(=O)OCC(=O)NC2CCS(=O)(=O)C2)cc1 (configuration not stated)	-10%	-16%	-11%	3%	7%	-15%	-7%	-14%
CN(CC(=O)Nc1ccc(F)cc1)C(=O)COc1ccccc1Cc1ccccc1	-7%	?	10%	1%	11%	-28%	24%	-5%
CC(NC(=O)COC(=O)c1ccc[nH]c1=O)c1ccccc1 (configuration not stated)	2%	-13%	-2%	5%	-4%	-1%	-11%	-20%
NC(=O)c1cnn(-c2ccc3ccccc3c2)c1N	7%	-9%	-5%	6%	4%	-9%	5%	i
Cn1nnc2cc(C(=O)NC3CCCCC3)ccc21	1%	13%	-2%	-4%	0%	-12%	4%	-22%
COc1cc(SC)ccc1C(=O)N1CCN(Cc2ccccc2)CC1	-2%	2%	0%	1%	7%	-9%	2%	-33%[inhibitor]
N#Cc1ccc(NC(=O)Nc2ccc(Oc3ccc(NC(=O)Nc4ccc(C#N)cc4)cc3)cc2)cc1	6%	-2%	6%	9%	5%	4%	19%	-22%
CCOC(=O)C1(NC(=O)C2(NC(=O)CN3C(=O)c4ccccc4C3=O)CCCC2)CCCC1	-7%	5%	-1%	-6%	9%	0%	-6%	-15%
CCc1ccc(NS(=O)(=O)c2ccc(C)c(C(=O)N3CCOCC3)c2)cc1	4%	6%	-3%	1%	-3%	-2%	-10%	i
O=C(C1CCCN(c2ncnc3c2nc2n3CCCCC2)C1)N1CCN(c2cccc(Cl)c2)CC1 (configuration not stated)	-11%	20µM*	5%	9%	4%	-15%	?	-23%
COc1ccc(S(=O)(=O)N2CCC(C(=O)N[C@@H](C)C(=O)N3CCCCCC3)CC2)cc1	3%	-17%	2%	6%	-10%	8%	-8%	-9%
COC(=O)C1C(=O)C=C(N2CCOCC2)CC1(C)C (configuration not stated)	7%	3%	3%	-9%	-2%	-5%	-20%	-4%[57.5 µM]
O=C(C1CCCC1)N1CCCC(Nc2ccc(F)cc2)C1 (configuration not stated)	-3%	7%	2%	5%	1%	6%	4%	-2%
Cc1ccc2c(c1)CCCN2C(=O)c1cccs1	7%	-7%	4%	4%	9%	1%	10%	i

Sorted by value in PTHR1 agonist (smallest number first): 3 from the list above
canonical_smiles | EPAC2 antagonist | EPAC1 antagonist | PTHR1 agonist
O=C(C1CCCN(c2ncnc3c2nc2n3CCCCC2)C1)N1CCN(c2cccc(Cl)c2)CC1 (configuration not stated) | -11% | -15% | -23%
COc1ccc(S(=O)(=O)N2CCC(C(=O)N[C@@H](C)C(=O)N3CCCCCC3)CC2)cc1 | 3% | 8% | -9%
O=C(C1CCCC1)N1CCCC(Nc2ccc(F)cc2)C1 (configuration not stated) | -3% | 6% | -2%
